Assay outcomes (PubChem)
GIRK2 activator = Activators of human GIRK2-containing channels. P48051. HEK293 GIRK2/NPY4 cells, thallium flux fluorescence. activation (% efficacy), % for hits at 37.5 µM. 34,000 tested, under 10 active. AID 1259324;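 active = primary screen hit, no activity in plain HEK293 cells, and in GIRK2-only cells above 5% efficacy rising with concentration; inactive = the rest, including fluorescent compounds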;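 note: efficacy is normalized control-subtracted fluorescence 15 s after thallium addition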
Target sequence (P48051 whole entry, looked up): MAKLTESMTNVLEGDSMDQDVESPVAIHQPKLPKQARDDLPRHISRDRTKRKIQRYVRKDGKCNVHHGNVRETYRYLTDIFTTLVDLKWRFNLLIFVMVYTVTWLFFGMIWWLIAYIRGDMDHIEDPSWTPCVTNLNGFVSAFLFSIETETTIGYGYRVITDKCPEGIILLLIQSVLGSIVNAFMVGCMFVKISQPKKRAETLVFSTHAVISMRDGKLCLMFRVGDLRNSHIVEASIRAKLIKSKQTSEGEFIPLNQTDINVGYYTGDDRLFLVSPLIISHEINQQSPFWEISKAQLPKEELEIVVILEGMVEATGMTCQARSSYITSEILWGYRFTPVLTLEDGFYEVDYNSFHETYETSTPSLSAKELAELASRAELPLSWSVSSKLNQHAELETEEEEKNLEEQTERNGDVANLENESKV
Calls only; i = inactive. Only part of the results is shown; count on the stated rates, not on these rows.

| Structure | GIRK2 activator |
| --- | --- |
| O=C(Nc1ccc(Cl)c(Cl)c1)c1ccc(=O)n(Cc2ccccc2)c1 | i |
| O=C(c1cc(Br)ccc1Cl)N1CCN(C(=O)c2cnn3ccccc23)CC1 | i |
| O=C(c1ccc(=O)[nH]n1)N1CC(c2nc(-c3ccsc3)no2)C1 | i |
| Cc1nnsc1C(=O)N1CCC(CNC(=O)c2nc3ccccc3s2)CC1 | i |
| O=C(CCCCn1c(=O)[nH]c2ccccc2c1=O)NCc1ccccc1Cl | i |
| COc1ccc(-c2nnc3ccc(OCCNC(=O)CC(C)(C)C)nn23)cc1OC | i |
| Cc1ccc(NC(=O)COc2ccccc2)cc1N1CCCCC1=O | i |
| O=C(NCC1CCN(c2ncccn2)CC1)C1c2ccccc2Oc2ccccc21 | i |
| O=C(NCCn1ncc2c(N3CCN(Cc4ccccc4)CC3)ncnc21)c1ccc2c(c1)OCO2 | i |
| Cc1cc(Nc2cccc(C(C)O)c2)nc(-n2cc([N+](=O)[O-])cn2)n1 (configuration not stated) | i |
| O=C(O)CN1CCN(Cc2ccccc2)CC1 | i |
| COc1cccc(N2C(=O)CN(Cc3ccc4c(c3)OCO4)C3CS(=O)(=O)CC32)c1 (configuration not stated) | i |
| CCc1ccc(S(=O)(=O)NCCCn2nc(-c3ccc(Cl)cc3)ccc2=O)s1 | i |
| Cc1nc2c(sc3ccccc32)c(=O)n1CC(=O)Nc1ccc(C(C)C)cc1 | i |
| O=C(Nc1nc2ccccc2s1)C1CCN(S(=O)(=O)c2cccs2)CC1 | i |
| O=S(=O)(Cc1ccc(F)cc1)NCC(O)(c1ccccc1)C(F)(F)F (configuration not stated) | i |
| Cc1cc(N(C)C)nc(NCCNC(=O)COc2ccc(Cl)cc2)n1 | i |
| COc1cc(N2CCN(S(=O)(=O)c3ccc(Cl)c(Cl)c3)CC2)nc(OC)n1 | i |
| Cn1nnc2c(=O)n(CC(=O)N3CCC(Cc4ccccc4)CC3)cnc21 | i |
| CCOC(=O)N1CCN(CC(O)COc2cc(C)ccc2C)CC1 (configuration not stated) | i |
| CC(C)n1nccc1-c1nnc(NC(=O)C2CCCCC2)o1 | i |
| CCCCOc1ccc(NC(=O)N(Cc2ccsc2)Cc2ccco2)cc1 | i |
| Cc1cc(C)n(-c2ccc(N3CCN(C(=O)COc4ncccn4)CC3)nn2)n1 | i |
| COc1ccc(-n2nc3c(c2NC(=O)C(=O)NCCC(C)C)CS(=O)(=O)C3)cc1 | i |
| Cc1nc(-n2cccc2)sc1C(=O)N1CCC(C(N)=O)(N2CCCCC2)CC1 | i |
| CC(=O)c1cccc(NC(=O)CCc2c(C)nn(-c3nc(C)cc(=O)[nH]3)c2C)c1 | i |
| O=C(Cc1cc(-c2ccc3c(c2)OCCO3)on1)N1CCCC1 | i |
| Cn1nc2c(c1NC(=O)CCCS(=O)(=O)c1ccc(F)cc1)CCC2 | i |
| CS(=O)(=O)N1CCC(C(=O)Nc2ccc3c(c2)OCO3)CC1 | i |
| O=C(CCS(=O)(=O)c1ccccc1)Nc1nnc(-c2cccnc2)o1 | i |
| NC(=O)c1ccc(NC(=O)Cn2c3c(c(=O)n(C4CCCCC4)c2=O)CCC3)cc1 | i |
| Cc1cc(C)n(-c2ccc(N3CCC(C(=O)Nc4ccc(C(F)(F)F)cc4)CC3)nn2)n1 | i |
| Cc1ccc(NC(=O)C2CCN(c3ccc(-c4cccs4)nn3)CC2)cc1F | i |
| Cc1ccc(OCCCC(=O)NC(C)c2ccccc2)c(C)c1 (configuration not stated) | i |
| C=CCNc1oc(-c2ccc(S(=O)(=O)N3CCCCCC3)cc2)nc1C#N | i |
| CCOC(=O)C1CCc2sc(NC(=O)c3c(C)c4ccccc4oc3=O)nc21 (configuration not stated) | i |
| COc1cc(C)c(S(=O)(=O)Nc2cccc(-c3ccc(=O)n(C)n3)c2)cc1C | i |
| O=C(NCC1COC2(CCCCC2)O1)C1COc2ccccc2O1 (configuration not stated) | i |
| CCN(CC)CCN1C(=O)C(=O)C(=C(O)c2ccc(C)cc2)C1c1ccccn1 (configuration not stated) | i |
| COc1ccc(NC(=O)Cc2csc(Nc3ccc(F)cc3)n2)cc1OC | i |

Four structures from above, arranged by length of the SMILES, largest number first.
| Structure | GIRK2 activator |
| --- | --- |
| Cc1ccc(NC(=O)C2CCN(c3ccc(-c4cccs4)nn3)CC2)cc1F | i |
| COc1ccc(NC(=O)Cc2csc(Nc3ccc(F)cc3)n2)cc1OC | i |
| O=C(NCC1COC2(CCCCC2)O1)C1COc2ccccc2O1 (configuration not stated) | i |
| Cc1ccc(OCCCC(=O)NC(C)c2ccccc2)c(C)c1 (configuration not stated) | i |

The list goes on.
| Structure | GIRK2 activator |
| --- | --- |
| COc1ccc(S(=O)(=O)NCC(=O)N2CCOC(c3ccccc3)C2)cc1C (configuration not stated) | i |
| CCOC(=O)CSc1nnc(-c2cn(C)nc2OC)n1CC | i |
| O=C(CC1CCCC1)NCCn1ncc2c(N3CCCC3)ncnc21 | i |
| CSc1ccccc1NC(=O)Cc1c(C)nn(C2CCS(=O)(=O)C2)c1C (configuration not stated) | i |
| CNC(=O)CSc1nc(-c2ccccc2)c(NC(=O)COc2cccc(C(F)(F)F)c2)s1 | i |
| Cc1cc(NC(=O)c2cccc(Cl)c2)n(C(C)C)n1 | i |
| c1ccc(COCC2CCNCC2)cc1 | i |
| Cc1cc(=O)n(CC(=O)N2CCC(Cc3ccccc3)CC2)cn1 | i |
| Cc1nn(C2CCS(=O)(=O)C2)c2nc(-c3cccs3)cc(C(=O)NC3CCCCC3)c12 (configuration not stated) | i |
| CCCCCCc1nc(C(N)=O)c2[nH]c(=O)n(-c3ccc(OC)cc3OC)c2n1 | i |
| Cc1cc(F)ccc1S(=O)(=O)Nc1ccc2c(c1)N(C(=O)C(C)(C)C)CC2 | i |
| CN1CCN(n2c3c(c(SCc4cccc([N+](=O)[O-])c4)nc2=O)CCC3)CC1 | i |
| C#CCn1c(=NC(=O)c2ccnn2C)sc2cc(OC)ccc21 | i |
| CN(C)S(=O)(=O)c1ccc(C(=O)NCC2CCN(C(=O)COc3ccccc3)CC2)cc1 | i |
| COc1ccc(S(=O)(=O)c2cc3cc(Br)cc(Br)c3oc2=O)cc1 | i |
| O=C(NCC1CCN(S(=O)(=O)C2CC2)CC1)c1ccccn1 | i |

Shown as labelled records: part of the list above.
> Cc1cc(F)ccc1S(=O)(=O)Nc1ccc2c(c1)N(C(=O)C(C)(C)C)CC2
  GIRK2 activator: i
> CN(C)S(=O)(=O)c1ccc(C(=O)NCC2CCN(C(=O)COc3ccccc3)CC2)cc1
  GIRK2 activator: i

(cont.)
| Structure | GIRK2 activator |
| --- | --- |
| CCSc1ccccc1C(=O)N1CCCC(c2nn(C)c(=O)n2-c2ccccc2)C1 (configuration not stated) | i |
| COc1ccc(NS(=O)(=O)c2ccc(C)cc2C)cc1N1CCCC1=O | i |
| CCS(=O)(=O)N1CCCc2cc(NC(=O)Nc3ccc4c(c3)OCO4)ccc21 | i |
| CC(C)(C)C(=O)NCCc1nc2ccccc2[nH]1 | i |
| Clc1cccc(CN2CCC(c3nnc(C4CC4)o3)CC2)c1 | i |
| CS(=O)(=O)N1CCN(C(=O)c2csc(Nc3ccccc3)n2)CC1 | i |
| CSc1ccccc1CN1CCC(CNC(=O)c2ccc(S(=O)(=O)N(C)C)cc2)CC1 | i |
| CC(C)Cn1c(=O)c2ccc(C(=O)NC(C)C)cc2n2c(SCC(=O)NC(C)C)nnc12 | i |
| COC(=O)Cn1c(=O)c2c(nc(-n3nc(C)cc3C)n2CCc2ccccc2)n(C)c1=O | i |
| O=C(NCCOc1ccc(F)cc1)C1CC1 | i |
| Cc1cc(=O)n(CC(=O)NCc2csc(-c3ccccc3)n2)cn1 | i |
| O=C(NCc1ccco1)C(=O)Nc1cccc(N2CCCC2=O)c1 | i |
| Cc1cc(C)cc(-n2c(SCC#N)nc3cc(C(=O)NC4CCCC4)ccc3c2=O)c1 | i |
| Cn1nnc2c(N3CCN(C(=O)OCc4ccccc4)CC3)ncnc21 | i |
| O=C(C1CCCC1)N1CCc2ccc(NC(=O)C34CC5CC(CC(C5)C3)C4)cc21 | i |
| Cc1cc(C(=O)Nc2cccc3c2C(=O)NC3=O)on1 | i |
| CCc1nnc(NC(=O)c2nnn(-c3ccc(Cl)cc3)c2C)s1 | i |
| O=C(O)CC1(C(F)(F)F)OCCO1 | i |
| CNC(=O)c1cccc(-c2noc(C3CN(S(=O)(=O)N(C)C)C3)n2)c1 | i |
| COc1ccc2nc(-c3cccc(NC(=O)Nc4ccc(OC)c(OC)c4)c3)cn2n1 | i |
| CN(C)C(CNS(=O)(=O)Cc1ccc(F)cc1)c1cccs1 (configuration not stated) | i |
| Cc1cc(C)c2c(n1)sc1c(=O)n(CC(=O)Nc3ccc(F)cc3F)cnc12 | i |
| COc1ccc(C)cc1S(=O)(=O)Nc1cccc(N2CCCC2=O)c1 | i |
| O=C(NCC1CCN(C(=O)Nc2ccc(F)cc2)CC1)c1ccc(Cl)s1 | i |
| CCOc1ccc(-c2cc(=O)n(CC(=O)NCCn3ncccc3=O)cn2)cc1 | i |
| Cc1cc(C)c(S(=O)(=O)NCC(O)(c2ccccc2)C(F)(F)F)cc1C (configuration not stated) | i |
| NC(=O)C1CCN(C(=O)C(=O)Nc2c3c(nn2-c2ccccc2)CS(=O)(=O)C3)CC1 | i |
| COCCn1c(NC(=O)Nc2ccc(C(C)(C)C)cc2)c2ccccc2nc1=O | i |
| O=C(NCCC1=CCCCC1)C(=O)NCC(O)C1CCCCC1 (configuration not stated) | i |
| Cc1noc(C)c1S(=O)(=O)N1CCN(CCn2cccn2)CC1 | i |
| CC(C)S(=O)(=O)c1ccc(CC(=O)NCC2CCN(C(=O)/C=C/c3ccco3)CC2)cc1 | i |
| CCOC(=O)c1ccc(S(=O)(=O)NCCOc2ccc(-c3ccc(OC)cc3)nn2)cc1 | i |
| O=C(CSc1ccc(F)cc1)Nc1cc(-c2ccco2)nn1CCO | i |
| COCCn1c(=N)c(S(=O)(=O)c2ccc(C)cc2)cc2c(=O)n3cc(C)ccc3nc21 | i |
| O=C(Nc1ccccc1)Nc1ccc(N2CCCC2=O)cc1 | i |
| NS(=O)(=O)c1ccc(CCNC(=O)C2COCC(=O)N2Cc2ccccc2)cc1 (configuration not stated) | i |
| O=S(=O)(NCC1(O)CCOCC1)c1ccccc1Br | i |
| NC(=O)C1CCN(c2oc(-c3ccccc3F)nc2S(=O)(=O)c2ccc(F)cc2)CC1 | i |
| Cc1ccc(/C=C/S(=O)(=O)NCCOc2ccc3nnc(-c4ccccc4)n3n2)cc1 | i |
| COc1ccc(NC(=O)Cn2cc(-c3ccccc3C)c(N3CCOCC3)n2)c(OC)c1 | i |
| CSCCC(C)(O)CNC(=O)C(=O)NC(C)c1ccccc1 (configuration not stated) | i |
| COc1nn(C)cc1C(=O)NCc1n[nH]c(=O)c2ccccc12 | i |
| CCNC(=O)C(=O)NCC(O)C1CCCCC1 (configuration not stated) | i |
| CC12CCC(C(=O)Nc3ccccc3N3CCOCC3)(CC1=O)C2(C)C (configuration not stated) | i |
| CCc1cccc(C)c1NC(=O)/C(C#N)=C/c1ccccc1 | i |
| Cc1nc(-c2ccccc2)sc1CC(=O)Nc1ccc(Cl)nc1 | i |
| CCNC(=O)C1Cc2ccccc2N1C(=O)NCc1cccs1 (configuration not stated) | i |
| Cc1cc(NC(=O)c2c(F)cccc2F)n(-c2nc3c(cnn3-c3cccc(C)c3C)c(=O)[nH]2)n1 | i |
| CC(C)(C)NC(=O)N1CCC(CNC(=O)C2(c3ccc(Cl)cc3)CCCC2)CC1 | i |
| C=CCOCC(O)CN1CCN(C(=O)OCC)CC1 (configuration not stated) | i |
| COC(=O)c1ccc(NC(=O)c2cc(=O)c(OC)co2)cc1 | i |
| COc1ccccc1-c1ccc(=O)n(CC(=O)Nc2nc3ccccc3s2)n1 | i |
| Cc1c(C)n2c3c(=O)n(Cc4cccc(Cl)c4)c(=O)n(C)c3nc2n1CCN(C)C | i |
| Cn1ccnc1N1CCN(C(=O)c2nc3ccccc3s2)CC1 | i |
| COc1cccc(-c2noc(-c3cn[nH]c3-c3ccccc3)n2)c1OC | i |
| CC(C)C(=O)NCCn1nc(-c2ccccc2)n(C)c1=O | i |

Next section
| Structure | GIRK2 activator |
| --- | --- |
| CCCCOc1ccc(C(=O)NCCNc2ccc(C)nn2)cc1 | i |
| CC(C)(C)CC(=O)NCCN1CCn2cc(OCc3ccccc3)c(=O)cc2C1=O | i |
| Cc1ccc(N2CCCS2(=O)=O)cc1NC(=O)COc1ccccc1 | i |
| CCOC(=O)N1CCN(C(=O)C2CN(c3nc4c(C(F)(F)F)cccc4s3)C2)CC1 | i |
| O=C(NCC(O)(c1cccs1)C1CC1)c1ccc2nsnc2c1 (configuration not stated) | i |
| COc1ccc(CNC(=O)c2csc(NS(=O)(=O)c3cccs3)n2)cc1 | i |
| COc1nn(C)cc1-c1nnc(SCC(=O)N2CCOCC2)n1C | i |
| O=C(Cc1ccccc1Cl)NCC1CCN(c2ncccn2)CC1 | i |
| O=C(COc1ccccc1F)Nc1sccc1-c1nc2ccccc2s1 | i |
| COc1ccc(OC)c(CNC(=O)C2CCN(c3cc(OC)ncn3)CC2)c1 | i |
| Cc1cccc(OCC(O)Cn2c(N3CCCC(C)C3)nc3c2c(=O)n(C)c(=O)n3C)c1 (configuration not stated) | i |
| O=C(NCCOc1ccc2nnc(-c3ccccc3)n2n1)Nc1cc(Cl)ccc1Cl | i |
| O=C(/C=C/c1ccco1)N1CCC(CNS(=O)(=O)c2ccccc2F)CC1 | i |
| Cn1c(=O)c(C(=O)NCCCc2ccccc2)cc2cccnc21 | i |
| CC(C)CCNC(=O)Cc1csc(NC(=O)c2ccc(=O)[nH]c2)n1 | i |
| COc1cccc2cc(C(=O)NCC(C)(O)CCSC)oc12 (configuration not stated) | i |
| COc1ccccc1C(=O)N1CCOC(c2ccccc2)C1 (configuration not stated) | i |
| CC(=O)Nc1ccc(S(=O)(=O)NCC2CCN(C)CC2)c(C)c1 | i |
| Cc1nc(-n2cccc2)sc1C(=O)N1CC(=O)N(CCc2ccccc2)C(=O)C1 | i |
| CCCCS(=O)(=O)NCCNc1cc(N2CCOCC2)nc(C)n1 | i |
| Cc1ccc(-n2nc(C)c(=O)c(-c3ccccc3)c2NC(=O)c2ccco2)cc1C | i |
